Compound activity deposited in PubChem by The Scripps Research Institute Molecular Screening Center.
GPR151 activ: human GPR151 activation; Q8TDV0; PathHunter beta-arrestin GPR151 cells, luminescence; activation, % at 11.2 µM; 1% of 650,000 active; in the data active means activation above about 4.9%;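 further: 0% = median of compound wells and 100% = cells with positive control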
Target sequence (Q8TDV0 whole entry, looked up): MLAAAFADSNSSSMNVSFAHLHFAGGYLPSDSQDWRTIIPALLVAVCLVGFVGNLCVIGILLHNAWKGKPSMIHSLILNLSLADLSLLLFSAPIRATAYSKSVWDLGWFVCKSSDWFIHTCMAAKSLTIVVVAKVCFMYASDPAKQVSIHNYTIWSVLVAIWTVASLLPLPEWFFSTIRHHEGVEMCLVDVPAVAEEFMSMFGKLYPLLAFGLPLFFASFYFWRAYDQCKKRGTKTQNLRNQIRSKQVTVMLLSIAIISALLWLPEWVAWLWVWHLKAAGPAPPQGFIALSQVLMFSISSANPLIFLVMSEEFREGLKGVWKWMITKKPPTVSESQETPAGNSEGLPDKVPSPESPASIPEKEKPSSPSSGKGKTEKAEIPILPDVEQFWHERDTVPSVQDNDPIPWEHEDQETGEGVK
MITF inh: blocks human microphthalmia-associated transcription factor | inhibition, % at 2.6 µM | O75030 | 0.91% of 650,000 active | AlphaScreen MITF homodimerization, bead proximity signal | AID 1259374; in the data active means inhibition above about 50%;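 further: 0% = vehicle wells with protein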
FBW7 activator: activators of human E3 ligase FBW7; Q969H0; AlphaScreen FBW7–phospho-cyclin E peptide binding, activator screen; normalized activity (activation), % at 26.1 µM; 0.13% of 650,000 active; AID 1259310; in the data active means normalized activity above about 1.9%;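 further: purified mutant Fbw7 with reduced substrate affinity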
Target sequence (Q969H0 whole entry, looked up): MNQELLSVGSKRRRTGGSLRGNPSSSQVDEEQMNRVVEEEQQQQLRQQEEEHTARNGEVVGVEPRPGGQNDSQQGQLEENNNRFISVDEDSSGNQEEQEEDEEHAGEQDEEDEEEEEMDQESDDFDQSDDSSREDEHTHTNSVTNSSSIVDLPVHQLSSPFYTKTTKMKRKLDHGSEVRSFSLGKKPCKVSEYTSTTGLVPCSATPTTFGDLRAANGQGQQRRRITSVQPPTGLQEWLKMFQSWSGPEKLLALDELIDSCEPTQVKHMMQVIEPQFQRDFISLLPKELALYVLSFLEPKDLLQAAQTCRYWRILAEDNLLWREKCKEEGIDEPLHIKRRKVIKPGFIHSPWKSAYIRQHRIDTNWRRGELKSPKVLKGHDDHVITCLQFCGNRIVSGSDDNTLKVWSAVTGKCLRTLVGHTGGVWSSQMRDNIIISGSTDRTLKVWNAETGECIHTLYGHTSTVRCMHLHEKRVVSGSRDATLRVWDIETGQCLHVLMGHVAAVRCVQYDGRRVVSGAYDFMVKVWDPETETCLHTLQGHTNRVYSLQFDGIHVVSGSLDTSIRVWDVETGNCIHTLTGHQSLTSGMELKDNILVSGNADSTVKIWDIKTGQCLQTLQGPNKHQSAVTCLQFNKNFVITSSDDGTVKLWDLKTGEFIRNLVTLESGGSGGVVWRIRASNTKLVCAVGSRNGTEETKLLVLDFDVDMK
TEAD-YAP block: TEAD-YAP interaction inhibition; HEK-TIYL cells, TEAD-Gal4/YAP UAS-luciferase luminescence; inhibition, % at 9.12 µM; 1.4% of 640,000 active; AID 1259422; in the data active means inhibition above about 32%;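 further: 0% = median of test compound wells and 100% = reference inhibitor wells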
* marks the source's active call; other numbers are inactive results.

Each structure is followed by: TEAD-YAP block, MITF inh, GPR151 activ, FBW7 activator
- O=S(=O)(c1ccc2c(c1)N(Cc1cccc(F)c1)C1CCCN21)N1CCOCC1 (configuration not stated)
  -8, -3, 0.2, -0.2
- Cc1ccc(C)c(N2CCN(C(=O)c3ccc([N+](=O)[O-])cc3)CC2)c1
  -6, 17, -2.0, 0.2
- CCOC(=O)c1cn(CC(=O)Nc2ccc(CC)cc2)nn1
  7, 17, -1.2, 0.6
- Cc1ccc(-c2cc(C(F)(F)F)n3ncc(C(=O)Nc4sc5c(c4C#N)CCC(C(C)(C)C)C5)c3n2)cc1 (configuration not stated)
  5, 14, -1.0, 0.2
- COC(=O)COc1cccc2c(=O)n(CC(=O)Nc3ccc(C)cc3)ccc12
  14, -6, -0.3, 0.0
- CC(C)(C)OC(=O)N1CCC(C(=O)N2CCOCC2)CC1
  3, 2, 1.3, 0.0
- CCOC(=O)c1ccc(NC(=O)COc2ccc(C=O)cc2OC)cc1
  8, -1, 1.2, 0.3
- O=C(Nc1ccccc1F)c1ccc2c(=O)n(-c3ccc(F)c(Cl)c3)c(=S)[nH]c2c1
  -1, 17, 0.5, 0.1
- CCOc1cc(/C=N/NC(=O)c2ccoc2C)ccc1O
  -44, 0, -5.0, 0.0
- Cc1cc(C)nc(/N=C(\N)Nc2ccc(OCCC(C)C)cc2)n1
  18, 1, -0.4, -0.1
- Cc1ccc(NC(=O)c2cc([N+](=O)[O-])cc(Cl)c2O)c(C)c1
  53*, 6, -9.0, -0.1
- CC12CCC(C(=O)N3CCCCC3)(CC1=O)C2(C)C (configuration not stated)
  -1, 4, -1.1, -0.1
- CC1(C)CC(=O)C(C=Nc2ccc3c(c2)C(=O)OC3)=C(O)C1
  2, 16, 1.5, 0.0
- CC(=O)N1CCc2c(c(-c3cccc(Cl)c3)nn2C)C1
  14, 0, 1.4, 0.5
- CC1CCN(C(=O)c2sc3nc4cc5c(cc4cc3c2N)OCCO5)CC1
  -10, -2, 0.3, 0.0
- CCOC(=O)c1ccc(NC(=O)CSc2nc3ccc(OC)cc3cc2C#N)cc1
  18, 12, 0.1, -0.2
- COc1cccc(-c2ccc(SCC(=O)N3CCOCC3)nn2)c1
  -4, -1, -9.1, -0.8
- COc1ccc(Cl)cc1C(=O)O/N=C(\N)c1ccccc1C
  4, 6, 2.7, 0.1
- COc1ccc(Nc2nc(Nc3ccc(OC)c(OC)c3)nc(Sc3nnc(C)s3)n2)cc1OC
  -7, 9, 1.3, -0.1
- O=C(C1CCCN1S(=O)(=O)c1cccc2nsnc12)N1CCCCCC1 (configuration not stated)
  0, 7, 2.4, 0.0
- CCOC(=O)c1oc2ccccc2c1NC(=O)C1CCN(S(=O)(=O)c2ccc(C)cc2)CC1
  35*, 16, -1.8, 0.7
- O=C1CCNC(=S)N1c1ccccc1
  -1, 1, 0.3, 0.0
- Cc1c(Cl)cccc1-c1ccc(C(=O)Nc2ccccc2[N+](=O)[O-])o1
  9, 11, 0.4, -0.3
- O=C(Nc1ccc(F)cc1Cl)c1coc(=O)c2ccccc12
  8, -7, 1.7, 0.1
- COc1ccc(CN[C@H]2C[C@H]3C(=O)N[C@H](C(C)C)C(=O)N3C2)cc1
  13, 10, -1.3, 0.3
- O=C(Nc1sc2c(c1C(=O)O)CCCCC2)c1ccco1
  22, -5, -8.4, 0.0
- CCC(C)Nc1ncnc2c1cnn2-c1ccc(C)cc1 (configuration not stated)
  16, 11, 0.3, 0.1
- Cc1cc(NC(=O)CCS(=O)(=O)c2ccc(Cl)cc2)no1
  0, 20, -1.8, 0.2
- CCOc1ccccc1NC(=O)c1[nH]c(C)c(C(C)=O)c1C
  -12, -2, 1.1, -0.2
- S=c1[nH]nc(-c2ccncc2)n1/N=C/c1ccco1
  4, 8, 0.8, -0.1

Each structure is followed by: TEAD-YAP block, MITF inh, GPR151 activ, FBW7 activator
- CCOC(=O)C1=C(C)C(c2ccc(OC)cc2OC)NC(=O)N1 (configuration not stated)
  11, -4, 0.0, 0.1
- CCOc1ccc(N2C(=O)c3ccc(Oc4ccc(NC(=O)CSc5ccc(C)cc5)cc4)cc3C2=O)cc1
  -1, 12, 0.4, -0.1
- COc1ccccc1N1CCN(c2ncnc3sc(C(=O)NC4CCCCCC4)c(C)c23)CC1
  -16, 5, -0.7, 0.0
- O=C(Nc1cc(Oc2ccccc2)cc([N+](=O)[O-])c1)c1ccc(F)c(F)c1
  3, 2, 1.3, -0.1
- CCC(=O)Nc1nnc(SCc2cc(=O)c(OC(=O)c3ccccc3F)co2)s1
  -1, 0, 0.5, 0.0
- N=C1C(c2nc3ccccc3c(=O)[nH]2)=C(O)CN1c1ccc(C(=O)O)cc1
  -1, -4, 0.0, -0.1
- CCC(=O)N(C)C(Cc1ccc(F)cc1F)C1CCN(C(=O)Cc2c(C)noc2C)CC1 (configuration not stated)
  11, 14, -0.6, 0.4
- COc1cc(/C=N\NC(=O)c2cnccn2)cc(OC)c1OC
  -6, 8, 0.9, -0.1
- COc1ccc(-c2cc(C(=O)Nc3sc4c(c3C#N)CCCCC4)c3ccccc3n2)cc1OC
  3, 10, -0.3, 0.1
- C=CCN1C(=O)/C(=C\c2ccccc2OC)SC1=S
  -3, 21, -0.7, -0.6
- CCNC(=S)N(Cc1c(C)noc1C)c1ccccc1
  3, -5, 0.4, 0.1
- CC(=O)c1cccc(NC(=O)c2ccc([N+](=O)[O-])cc2Cl)c1
  -6, -14, 0.6, 0.1
- O=C1C=C(NCCCn2ccnc2)C2(CCCCC2)O1
  8, 18, 0.1, -0.3
- CCC(C)(C)NC(=O)C(OC(=O)c1ccco1)c1ccc(C)cc1 (configuration not stated)
  -3, 8, -0.3, 1.9*
- O=C(N1CCCC1)N1CCC(c2nc3ccccc3s2)CC1
  12, 8, -0.5, -0.1
- CCC(CC)NC(=O)/C=C/c1ccccc1
  -12, 3, -0.7, 0.0
- O=C1CCC(C(=O)Nc2ccc(OC(F)F)cc2)N1 (configuration not stated)
  9, 5, -1.2, 0.4
- Cc1ccc(N2C(=O)C3C4C=CC(O4)C3C2=O)cc1[N+](=O)[O-] (configuration not stated)
  6, 10, 0.9, 0.0
- CCOc1ccc(N2C(=O)c3ccc(Br)cc3C2=O)cc1
  0, 10, -0.2, 0.0
- CCOc1ncccc1C(=O)Oc1ccc(C(=O)OC)cc1OC
  -5, -1, 0.4, -0.1
- CCn1c(C(=O)N2CCc3ccccc3C2)cc2sccc21
  -4, -1, 0.5, -0.2
- CCOc1ccccc1NC(=O)C(N)=O
  12, 2, -0.3, 0.0
- Cc1nc(NC(=O)CSc2nc3cccnc3n2C2CCCCC2)sc1C
  -4, 1, 1.6, 0.6
- CC(=O)Nc1ccc(Nc2nc(Nc3cnccn3)nc3c2ncn3C2CCCCC2)cc1
  -6, 0, -0.4, -0.2
- COCC1CCCCN1Cc1c(C(=O)N2CCCCCCC2)nc2sccn12 (configuration not stated)
  -4, 8, -0.8, 0.0
- O=C(Nc1oc2ccccc2c(=O)c1-c1ccccc1)c1cccs1
  -4, 1, 0.7, 0.1
- CSc1nnc(NC(=O)COn2nnc3ccc([N+](=O)[O-])cc32)s1
  -11, 8, -0.1, -0.1
- O=C(CSc1ccc(-c2ccc(-n3cccn3)cc2)nn1)Nc1ccc(F)c(F)c1
  -9, -6, -0.4, -0.1
- S=C(NCCn1cc(Br)cn1)NCc1ccco1
  -2, 14, -0.5, -0.1
- CN(C)CCOc1ccc(Cl)c2ccccc12
  -13, 17, 1.8, 0.0

Record cards, from the list above. Order of values: TEAD-YAP block | MITF inh | GPR151 activ | FBW7 activator
Listed for CCOc1ccc(N2C(=O)c3ccc(Oc4ccc(NC(=O)CSc5ccc(C)cc5)cc4)cc3C2=O)cc1 : -1 | 12 | 0.4 | -0.1
Listed for COc1ccc(-c2cc(C(=O)Nc3sc4c(c3C#N)CCCCC4)c3ccccc3n2)cc1OC : 3 | 10 | -0.3 | 0.1
Listed for CC(=O)Nc1ccc(Nc2nc(Nc3cnccn3)nc3c2ncn3C2CCCCC2)cc1 : -6 | 0 | -0.4 | -0.2
Listed for CSc1nnc(NC(=O)COn2nnc3ccc([N+](=O)[O-])cc32)s1 : -11 | 8 | -0.1 | -0.1
Listed for CCNC(=S)N(Cc1c(C)noc1C)c1ccccc1 : 3 | -5 | 0.4 | 0.1

Continuation:
Each structure is followed by: TEAD-YAP block, MITF inh, GPR151 activ, FBW7 activator
- CCOC(=O)/C=C1/Nc2ccccc2C(c2ccccc2)(c2ccccc2)N1C(C)=O
  0, -2, -0.7, -0.1
- O=C1NC(=O)/C(=C\c2ccc(N3CCCC3)c(F)c2)N1
  -44, 5, 1.3, 0.0
- Cc1cc(C)nc(N/N=C/c2ccc(OC(=O)c3ccncc3)cc2)n1
  -11, 9, -5.1, 0.1
- CC(=O)NC1C(=O)N=C(SCC(=O)Nc2ccc(Br)cn2)NC1=O (configuration not stated)
  -15, 19, -0.9, 0.0
- CCCCOC(=O)c1cccc(NC(=O)c2cc3ccccc3o2)c1
  -63, 10, 0.5, 0.0
- CC1CCCC(C)N1C(=O)Cn1nc(-c2ccoc2)oc1=O (configuration not stated)
  1, 1, 1.7, 0.3
- CC(C)N(CCNC(=O)c1cnc(NC2CCC(O)CC2)s1)C(C)C (configuration not stated)
  -1, 9, 0.5, -0.1
- COc1ccccc1NC(=O)c1cc(S(=O)(=O)N2CC(C)CC(C)C2)ccc1F (configuration not stated)
  8, 3, 0.9, -0.1
- CCCCCn1c(SCC(=O)c2ccccc2)nc2cc(C(=O)N3CCC(C(N)=O)CC3)ccc2c1=O
  2, 6, 1.6, -0.1
- CCOC(=O)Cc1csc(NC(=O)c2cc3cc([N+](=O)[O-])ccc3s2)n1
  6, 10, 0.1, 0.1
- COc1ccc(-n2cc(-c3ccccc3)c3c(SC(C)c4ccccc4)ncnc32)cc1 (configuration not stated)
  2, -1, -1.4, 0.2
- CC1(C)CC(=O)C2=C(C1)Nc1ccccc1NC2c1cccc(Cl)c1Cl (configuration not stated)
  11, 7, 0.4, 0.6
- COc1ccc(Nc2c(-c3ccccc3)nc3cnccn23)cc1
  -3, 4, 0.5, 0.2
- COc1cccc(OCC(=O)NCc2nc(-c3ccc(C)cc3)no2)c1
  -1, 7, 1.4, -0.1
- Cc1ccccc1C1(CC(=O)N(C)Cc2cnn(C)c2)CC(=O)N(Cc2cccnc2)C1=O (configuration not stated)
  0, 12, 0.4, 0.0
- CC(C)OCC(O)Cn1c(N2CCCC2)nc2c1c(=O)[nH]c(=O)n2C (configuration not stated)
  2, 22, -0.4, 0.6
- O=C(Nc1ccccc1OC(F)F)c1ccc([N+](=O)[O-])cc1Cl
  4, 20, -0.9, 0.0
- Cc1ccc(N(CC2CO2)S(=O)(=O)c2ccc3ccccc3c2)cc1 (configuration not stated)
  -3, 2, 0.5, -0.1
- O=C(Nc1ccc(F)c(Cl)c1)c1ccc(Br)o1
  -41, 1, -2.6, 0.2
- CCc1cc2c(-c3ccccc3)cc(=O)oc2cc1OCc1cc(C(=O)OC)oc1C
  3, -6, -0.7, -0.2
- Nc1nc(=O)n(C2OC(CO)C(O)C2O)cc1Br (configuration not stated)
  5, 13, 1.8, 0.8
- COCc1[nH]nc2c1C(c1ccc(C(C)C)cc1)C(C#N)=C(N)O2 (configuration not stated)
  -16, 4, 0.9, 0.0
- O=C(c1ccc(N2CC3CC(C2)c2cccc(=O)n2C3)c([N+](=O)[O-])c1)N1CCN(c2ccccc2)CC1 (configuration not stated)
  -5, -4, -2.1, -0.2
- C/C(=N\O)c1ccc(OCCOc2ccc(/C(C)=N/O)cc2)cc1
  6, 6, -1.3, 0.1
- Cc1cc(Cl)ccc1NC(=O)C12CCC(C)(C(=O)C1=O)C2(C)C (configuration not stated)
  -3, 7, -0.3, 0.1
- O=C(CCc1cccnc1)NCC1CCC2(CCN(Cc3ccccc3F)CC2)O1 (configuration not stated)
  -7, 12, -1.3, 0.1
- CCN(CC)C(=O)N1CCN(c2nc(C)c(C)c(=O)[nH]2)CC1
  -3, -19, -0.1, -0.1
- CC(=O)N1CCn2c3c(c4cc(C)ccc42)CCCC31 (configuration not stated)
  -7, 2, -0.5, 0.0
- CCS(=O)(=O)N1CCN(c2nc(-c3ccccc3)cs2)CC1
  -48, 0, -0.8, -0.1
- COc1ccccc1N1CCN(CC(O)COc2ccc(C)cc2)CC1 (configuration not stated)
  12, -6, -1.7, 0.6

Each structure is followed by: TEAD-YAP block, MITF inh, GPR151 activ, FBW7 activator
- O=C(Cc1ccc(C(F)(F)F)cc1[N+](=O)[O-])N/N=C/C=C/c1ccccc1
  2, -10, 0.8, 0.1
- O=C(CSc1nnnn1-c1ccccc1)c1ccc(S(=O)(=O)N2CCOCC2)cc1
  0, -2, 0.5, -0.1
- O=C(CNCCN1CCOCC1)Nc1ccc(N2CCCCCC2)cc1
  -4, 32, -0.2, -0.2
- COc1ccc(C)cc1NC(=O)C1CCN(c2nccc(C)n2)CC1
  5, 20, -1.8, 0.6
- C/C(=N\NC(=O)c1ccccc1O)c1ccncc1
  -37, 3, 0.5, -0.1
- O=C(c1c(F)cccc1Cl)N(c1ccc(F)cc1)C1C=CS(=O)(=O)C1 (configuration not stated)
  5, 1, 7.2*, 0.0
- Cn1cc(-c2ccc3cnc(Nc4ccccc4)cc3c2)cn1
  36*, 17, -1.2, 0.9
- Cc1nnc(NC(=O)CSc2nnc3c(C)cc4ccccc4n23)s1
  -6, 6, 1.1, 0.3
- CN(C)C(=O)Cc1ccc(S(C)(=O)=O)cc1
  -5, -1, 2.4, -0.1
- CN1CCCCCC1=Nc1ccc(Cl)cc1C#N
  8, 10, 2.0, -0.1
- CCOC(=O)C1=C(C(F)(F)F)Nc2ncnn2C1c1ccc(OC)c(OC)c1OC (configuration not stated)
  -1, 5, -1.4, -0.1
- COc1ccc(-c2noc(CC(=O)NCc3cccc(Cl)c3)n2)cc1
  -5, 2, 1.4, 0.1
